Assay outcomes (PubChem BioAssay)
DAX1 inh-1 = blocks DAX1 repression of SF-1 activated StAR promoter; HEK293T StAR-luciferase reporter, SF-1/DAX-1 repression relief; hit rate 1.1% among 370,000; inhibition, % at 6.8 µM; AID 652010;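 active = inhibition above the mean over all tested compounds plus 3 SD, cut at about 3.6% in these data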;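 note: 0% = DAX-1 cells with DMSO and 100% = cells lacking DAX-1 with DMSO; higher inhibition means more luminescence from relief of DAX-1 repression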
DAX1 inh-2 = inhibits human nuclear receptor DAX1 | P51843 | inhibition, % at 6.75 µM | AID 504766 | hit rate 0.99% among 340,000 | HEK293 Gal4-DAX1 luciferase reporter, luminescence;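 active = inhibition above the mean over all tested compounds plus 3 SD, cut at about 4.2% in these data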;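 note: 0% = DAX1-transfected cells with DMSO and 100% = empty-vector control cells with DMSO; inhibition shows as a rise in luminescence from relieved DAX1 repression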
Target sequence (P51843 207-470 limits assumed): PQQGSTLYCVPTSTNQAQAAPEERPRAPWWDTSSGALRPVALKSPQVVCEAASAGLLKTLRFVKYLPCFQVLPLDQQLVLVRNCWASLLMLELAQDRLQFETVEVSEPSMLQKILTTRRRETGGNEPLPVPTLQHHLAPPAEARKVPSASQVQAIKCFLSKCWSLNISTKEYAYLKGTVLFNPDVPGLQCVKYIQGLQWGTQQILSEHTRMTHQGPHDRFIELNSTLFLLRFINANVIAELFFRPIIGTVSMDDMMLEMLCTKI
GAA850 FXN act = increases GAA850 frataxin promoter reporter activity; HEK293 lucGAA850 FXN promoter luciferase reporter, 24 h; percent of 10 µM SAHA response; activation, % at 6 µM; hit rate 0.56% among 360,000; AID 540364;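 active = activation above the average of all compounds screened plus 3 SD, cutoff fixed separately per campaign, cut at about 7.5% in these data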;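 note: 0% = DMSO wells and 100% = 10 µM SAHA wells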
ADAM17 inh = inhibits human ADAM17 | P78536 | recombinant ADAM17, EDANS/DABCYL FRET peptide cleavage | inhibition, % at 6.95 µM | hit rate 0.83% among 370,000;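 active = inhibition above the mean of compounds lying between control limits plus 3 SD, set per campaign, cut at about 8.5% in these data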;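 note: 0% = DMSO-only wells as the low control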
PG9 binder = PG9 antibody binding by small molecule. AID 624416. hit rate 0.43% among 360,000. inhibition, % at 6.7 µM. TR-FRET gp120-PG9 antibody binding; in the data active = inhibition above about 8.5%
NPR1 activator = GC-A (human) enzyme activation. P16066. HEK293 GC-A cells, cGMP TR-FRET, EC30 ANP; 0% at EC30 ANP, 100% saturating ANP. hit rate 0.14% among 370,000. activation, % at 10 µM. AID 1671463; in the data active = activation above about 40%
ssDAF-12 act = S. stercoralis DAF-12 activation, primary screen. hit rate 1% among 370,000. HEK293 ssDAF-12/GRIP1 lit1-tk-luc reporter, luminescence; % of 3 µM dafachronic acid response. activation, % at 6.8 µM;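 active = activation above the mean over all tested compounds plus 3 SD, cut at about 0.9% in these data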;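 note: 0% = DMSO-only wells and 100% = 3 µM delta7-dafachronic acid wells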
hgDAF-12 ag = activates the H. glycines DAF-12 receptor ligand-binding domain; HEK293 GAL4-hgDAF12 UAS-luciferase reporter, agonist luminescence; normalized to butyrate control; activation, % at 6.8 µM; hit rate 1.8% among 370,000; AID 687014;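 active = activation above a cutoff set at the mean of all screened compounds plus 3 SD, cut at about 10% in these data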;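 note: 0% = DMSO wells and 100% = sodium butyrate wells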
ADAM10 inh = inhibits human ADAM10 | hit rate 0.62% among 370,000 | AID 720582 | inhibition, % at 7 µM | recombinant ADAM10, EDANS/DABCYL FRET peptide cleavage, 3 h;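 active = inhibition above a per-campaign cutoff equal to the mean of compounds falling between control-based bounds plus 3 SD, cut at about 20% in these data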;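 note: 0% = DMSO wells while the 100% control is not disclosed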
Target sequence (O14672 214-748 limits assumed): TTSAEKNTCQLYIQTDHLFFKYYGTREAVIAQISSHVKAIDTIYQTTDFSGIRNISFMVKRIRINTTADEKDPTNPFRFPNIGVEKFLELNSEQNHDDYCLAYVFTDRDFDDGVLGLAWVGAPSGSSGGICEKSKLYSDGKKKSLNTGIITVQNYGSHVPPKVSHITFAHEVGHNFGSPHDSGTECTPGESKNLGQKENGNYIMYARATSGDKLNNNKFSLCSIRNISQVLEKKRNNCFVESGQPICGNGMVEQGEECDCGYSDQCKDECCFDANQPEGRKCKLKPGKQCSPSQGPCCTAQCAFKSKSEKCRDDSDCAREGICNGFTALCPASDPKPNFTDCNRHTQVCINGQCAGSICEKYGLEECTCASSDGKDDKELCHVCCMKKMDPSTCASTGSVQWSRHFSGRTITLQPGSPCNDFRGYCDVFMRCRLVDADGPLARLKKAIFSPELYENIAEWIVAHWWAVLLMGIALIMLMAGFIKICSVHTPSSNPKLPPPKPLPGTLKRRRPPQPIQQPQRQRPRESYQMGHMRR
SMARCA2 activ = activators of SMARCA2 function | MG213 cells, MMTV-luciferase reporter, dexamethasone, overnight | activation, % at 9.1 µM | hit rate 1% among 370,000 | AID 652017; in the data active = activation above about 7.8%;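 note: 0% = vehicle wells and 100% = reference activator wells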
hcDAF12 agonist = activates DAF-12 receptor from parasite H. contortus | AID 652067 | hit rate 1.4% among 370,000 | activation, % at 6.8 µM | HEK293 hcDAF-12 lit1-tk-luc reporter, luminescence; 0% DMSO, 100% Δ7-dafachronic acid;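 active = activation above the mean of all tested compounds plus 3 SD, cut at about 5.5% in these data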;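 note: 100% = response to 3 µM Δ7-dafachronic acid high control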
* hit, by the source's call; i = inactive; · = no result given.

Below each SMILES – SMARCA2 activ, DAX1 inh-2, PG9 binder, ADAM17 inh, NPR1 activator, DAX1 inh-1, hcDAF12 agonist, hgDAF-12 ag, ssDAF-12 act, ADAM10 inh, GAA850 FXN act
- COc1ccccc1OCC(=O)NCCCN1CCOCC1
→ 0, 0.2, 0.4, 0, -2, 0.1, -2.2, -0.9, -0.6, -1, 1.9
- CC1Cn2c(nc3sc4c(c3c2=O)CCC4)N1CCO (centres undefined)
→ 0, 1.3, -2.2, -20, -2, -0.5, -2.5, 2.8, -1.0, -98, 1.2
- CCn1c(SCc2ccc(C(=O)OC)o2)nc2sc3c(c2c1=O)CCCC3
→ 0, -0.6, -0.2, -8, 6, 0.4, -2.8, 0.7, -0.8, -16, 2.9
- CNc1c(NS(=O)(=O)c2ccc(OC)cc2)c(=O)oc2ccccc12
→ -2, -0.8, -3.4, -2, -6, -0.5, -1.7, 1.2, -0.4, 1, -2.2
- COc1ccc(Cc2nnc(NC(=O)Nc3ccccc3OC)s2)cc1
→ 0, -0.9, 0.1, 1, -3, -0.3, 0.1, -0.5, -1.5, 7, 1.9
- OC(COCc1ccccc1)CN1CCc2ccccc2C1 (centres undefined)
→ -1, 0.1, 1.0, -6, -3, -0.1, -0.8, 0.9, -1.2, -13, 1.2
- Cc1cccc(N(C(=O)CCC(=O)Nc2nccs2)C(C(=O)NC(C)(C)C)c2ccc(O)cc2)c1 (centres undefined)
→ -4, -0.1, 0.1, -36, -9, 0.4, -0.5, 2.4, -0.7, -1, -0.6
- COc1ccc(OC)c(N(CC(=O)NC2CC3CCC2C3)S(=O)(=O)c2ccccc2)c1 (centres undefined)
→ -1, 1.0, 0.1, -4, -18, 0.1, 2.7, -1.4, -0.9, 0, -3.5
- O=S(=O)(c1cccs1)N1CCc2ccccc2C1
→ 4, -0.6, -3.6, 4, 2, -0.5, -1.5, -0.5, -1.1, 3, 3.3
- CCOC(=O)C1CCN(S(=O)(=O)c2ccc3c(c2)CC(=O)N3)CC1
→ -2, 0.4, 0.3, -3, -1, 0.9, 2.4, -0.6, -0.8, -18, 0.4
- Cc1ccc(C(=O)OCC(=O)c2ccc(CC(=O)N3CCOCC3)s2)c(C)c1
→ -2, 0.3, -3.8, 0, 1, -0.3, -1.1, 0.9, -0.8, -6, 0.2
- COc1ccc(-c2c(C(=O)c3ccccc3)[nH]c(N)c2C(=O)NCc2ccccc2)cc1OC
→ 1, ·, -2.4, 4, -4, 0.1, -0.4, 7.1, -1.0, 3, ·
- CC(=O)Nc1ccc2c(c1)-c1ccc(F)cc1C2
→ 0, -0.3, -0.8, 1, -9, -0.4, 0.8, 3.6, -1.2, -3, 0.8
- CC1CCN(S(=O)(=O)c2cn(CC(=O)Nc3ccc(C#N)cc3)cn2)CC1
→ -4, 2.2, 0.2, -3, 0, -0.3, -0.7, -0.6, -1.3, -6, -0.9
- CCC(C)(C)n1nnnc1C(C(C)C)N1CCN(C)CC1 (centres undefined)
→ -3, 0.9, 0.8, -5, 3, 0.4, 0.2, -2.4, -1.3, 0, 2.6
- Cc1ccc(S(=O)(=O)c2ccc(Cl)cc2)cc1S(=O)(=O)N1CCN(C)CC1
→ -3, 0.8, -1.4, 6, -1, -1.2, -1.9, -5.0, -2.5, -2, 0.8
- COc1ccc2c(c1)CCCC21NC(=O)N(CC(=O)N2CC(C)OC(C)C2)C1=O (centres undefined)
→ -2, -0.5, -3.1, 2, 4, -0.1, 2.1, -1.5, -1.4, 7, -0.2
- CCOc1ccc(NC(=O)CN(C)C(=O)CCCNC(=O)c2ccc(Cl)cc2)cc1OCC
→ -4, 2.2, 2.4, 8, 2, 1.1, 1.8, 5.0, -0.3, -2, -0.9
- CCC(CC)C(=O)NCCc1ccc(F)cc1
→ -3, 0.5, -1.4, -2, -1, 0.3, -0.1, 2.3, -1.2, 5, -1.5
- FC(F)(F)c1ccnc(Oc2ccc(C3=NCCS3)cc2)c1
→ 6, 6.1*, -2.1, -2, 2, 1.6, 1.7, 8.0, -0.8, 4, 4.4
- OCC1OC(n2ccc3c2ncn2ncnc32)C(O)C1O (centres undefined)
→ -4, -0.6, -3.1, -3, 5, -3.4, -2.2, -1.2, -1.5, -10, -5.7
- COc1ccccc1NC(=O)CSC1CC(=O)N(c2ccc3c(c2)OCO3)C1=O (centres undefined)
→ 0, -0.6, 1.2, -4, -2, -0.3, -0.6, -0.7, 0.4, 4, 0.5
- Cc1ccc(COc2ccc(/C=N/O)cc2)cc1
→ 5, 5.5*, -2.4, -1, 1, 1.6, 7.8*, 17*, 1.4*, 10, 3.9
- C[C@H](CO)N1C[C@H](C)[C@H](CN(C)S(=O)(=O)c2ccc(Oc3ccccc3)nc2)OCc2cnnn2CCCC1=O
→ -1, 1.0, -2.0, -4, 3, 2.3, -1.2, 0.0, -1.6, -4, -1.4
- CN(C)CCn1c2c(c(SCC(=O)Nc3nccs3)nc1=O)CCCC2
→ -2, 0.2, 1.7, -6, 0, 0.2, -0.7, -0.1, -1.4, -8, 1.0
- CC(=O)Nc1sc(N/N=C\c2ccco2)nc1-c1cccs1
→ 5, 0.4, -8.3, -1, 2, 0.3, 3.6, 4.2, 0.1, 2, 4.9
- O=[N+]([O-])c1ccc(/C=N/NS(=O)(=O)c2ccc(Cl)cc2)o1
→ -3, 2.6, -0.7, -2, -1, -0.7, -0.5, -1.5, -0.1, -2, 2.3
- Cc1ccc(NC(=O)CCC(=O)OCC(=O)c2ccc(Oc3ccc([N+](=O)[O-])cc3)cc2)cc1
→ 0, -0.5, 0.8, -2, 0, -0.8, -2.6, -0.8, -0.9, 4, 0.2
- C=CCNC(=S)NNc1nc(N2CCCC2)nc(N2CCCC2)n1
→ -2, 0.4, -0.1, -5, 1, 0.4, -1.5, -2.0, -1.2, 2, 0.7
- O=C(CCn1ccnc1)Nc1ccc2ccccc2c1
→ -3, 0.5, 1.4, -2, 1, 0.8, 0.7, -0.2, -1.2, 0, -0.3
- O=C(NCCCCO)c1ccc2c3c(cccc13)CC2
→ 0, -0.1, 1.5, -41, -2, -0.5, -0.7, -3.1, -0.7, -111, -1.0
- CC(=O)Nc1ccc(S(=O)(=O)N2CCC(C(=O)NCc3cccnc3)CC2)cc1
→ -1, 0.7, -1.2, -2, 1, 0.4, -2.6, -0.9, -1.3, 0, 1.4
- CN1C(=O)N(CC(=O)NCc2ccc(Cl)cc2Cl)C(=O)C12CCCCC2
→ -1, 0.1, -0.2, -3, -4, 2.0, -0.6, -3.4, -1.8, -1, 2.3
- O=C(Cc1ccc([N+](=O)[O-])cc1)Nc1cccc(C(F)(F)F)c1
→ -4, -1.9, 0.9, 3, -1, -0.9, -2.6, -1.3, -1.0, 5, 1.4
- Cc1ccccc1N1CCN(C(=S)c2ccc(-c3cccc([N+](=O)[O-])c3)o2)CC1
→ 2, 0.1, -0.2, 0, 6, -0.1, 3.0, -0.7, 0.1, 0, 3.8
- CCOC(=O)Nc1ccc2c(c1)N(CCCN(C)C)c1ccccc1CC2
→ -3, -1.4, -3.9, 1, -10, -0.5, 0.6, -1.2, -0.6, -5, 0.8
- CCOCCCNC(=O)CCNS(=O)(=O)c1ccc(C)cc1
→ -4, 0.5, -2.7, 5, 5, -0.2, -0.2, 3.3, -0.8, 1, 1.1
- CC[n+]1ccccc1/C=C1\Sc2ccc(C)cc2N1C
→ -5, -3.3, -2.3, 6, -5, -1.4, -4.5, -7.3, -1.8, 0, 0.7
- C[C@@H]1C=CC(=O)O[C@@H]1c1ccc(Cl)cc1
→ 0, ·, -3.4, -1, 2, -2.5, -3.2, -8.6, -1.9, 13, ·
- CSCCC(NS(=O)(=O)c1ccc2c(c1)oc(=O)n2C)C(=O)NCc1cccs1 (centres undefined)
→ -3, 1.1, 1.1, -9, -1, 0.5, -0.5, -2.9, -0.8, -7, 1.9
- O=C(N/N=C/C=C/c1ccc(Br)cc1)C(O)c1ccccc1 (centres undefined)
→ 1, 1.1, -1.4, 4, 4, -0.7, -1.3, -2.7, -1.6, 4, -0.6
- CCOC(=O)COc1ccc2c(c1)C(=O)CC(C)(C)O2
→ 1, -0.8, 1.1, -423, 0, -0.3, -0.3, 0.7, -1.0, i, 0.8
- COc1ccc(CNC(=O)C(C)n2nc(C)c3c(C)n(-c4ccc(C)cc4)nc3c2=O)cc1 (centres undefined)
→ -3, 0.0, 0.7, 0, -3, -1.0, -3.4, -4.8, -1.2, -5, -1.9
- O=C(N/N=C/c1ccccn1)c1cc(-c2ccc(Br)s2)[nH]n1
→ -3, -0.8, -1.3, 7, -1, -0.5, -1.5, -0.5, -1.2, 8, 0.3
- CCOc1ccc(NC(=O)CSc2nc3cc(C(=O)NCC4CCCO4)ccc3c(=O)n2CC2CCCO2)cc1 (centres undefined)
→ -2, -0.4, 0.4, -2, 1, -0.4, -1.5, 2.6, -1.4, -8, 0.2
- Cc1nn(-c2ccccc2)c(C)c1C(=O)OCC(=O)NC(=O)NC1CCCCC1
→ 0, -0.5, 0.3, 6, 3, -1.1, -2.8, -1.0, -1.7, 4, 0.1
- Cc1sc2ncnc(Nc3ccccc3)c2c1C
→ -3, -1.3, 1.4, 5, -5, -0.5, -0.4, -1.2, -1.1, 5, -0.8
- CCCC(=O)Nc1nc2nc(-c3ccccc3)cc(-c3ccccc3)n2n1
→ -3, -0.3, 1.8, -16, -3, -0.1, -1.0, -2.0, -0.9, -50, 4.5
- Cc1cc(NC(=O)CSc2nnc(C)n2C)no1
→ -2, -0.8, 1.5, -5, 2, 0.0, 0.0, -0.5, -1.1, 0, -0.7
- Cc1ccc(NC(=O)N2CCN(C(=O)c3ccco3)CC2)cc1Cl
→ -2, 0.9, -0.7, -5, -2, -1.4, -1.7, -1.4, -1.4, -6, 1.6
- CCOC(=O)N1CCN(CC(=O)Nc2nnc(C(F)(F)F)s2)CC1
→ 0, 0.9, 1.2, -5, 3, 0.3, -1.1, -3.1, -0.7, -7, 0.5
- CC(=O)Nc1ccc(S(=O)(=O)N(CC(=O)O)Cc2ccccc2)cc1
→ -1, 0.2, -0.2, -4, 2, -0.6, 0.6, -0.4, -0.7, -1, 1.3
- CCC(=O)Nc1c(C#N)c2nc3ccccc3nc2n1-c1ccc(C)cc1
→ -3, 1.0, 7.0, -136, 2, -0.9, 0.2, -2.7, -1.7, i, 0.6
- CCc1cc(=O)oc2cc(C)cc(OCC(=O)NCCc3c[nH]c4ccccc34)c12
→ -1, -0.3, 0.2, 0, -19, -3.2, -0.6, -4.8, -1.4, -13, -5.8
- O=C(Nc1ccc(Oc2ccccc2)cc1)C1CCN(c2nnc(-n3cccc3)s2)CC1
→ -6, ·, ·, 1, -2, -1.3, -1.6, 4.0, -1.5, 4, ·
- COc1ccc2nc(NC(=O)CCc3ccc(OC)c(OC)c3)sc2c1
→ -1, -0.1, -0.4, 0, 1, 0.2, -3.0, -2.4, -1.6, -15, -2.4
- O=C(NCc1ccc(Cl)cc1)c1cccc(NC(=O)c2ccccc2)c1
→ -2, -1.6, -1.6, 2, 3, -0.4, -4.0, -5.2, -2.3, 7, 0.0
- CCOC(=O)c1ccccc1NC(=O)CC1SC(=NC)N(C)C1=O (centres undefined)
→ 0, -0.2, -0.7, 1, -5, 0.1, 0.2, -0.8, -1.2, 6, -1.6
- C=CCNC(=S)Nc1cc(S(=O)(=O)N2CCOCC2)ccc1-n1cncn1
→ -2, -0.7, 1.3, -3, 1, -0.3, -1.4, -0.2, -1.0, -7, 2.1
